Source: PubChem
CXXC DNA block: MLL CXXC-DNA interaction inhibition | Q03164 | Potency, µM (doses to about 115 µM), for inactives: at the highest dose activity change, negative = inhibition, hits mostly inhibitors | MLL-CXXC / FITC-HOXA9 DNA fluorescence polarization | 290,000 tested, 0.037% active | AID 2662; active = well fitted inhibition curve with a large enough effect in the polarisation, with a control signal flat, not every such curve was filed as active; inconclusive = small, poorly fitted or top-dose-only effect, or effect the other way, or a change in a side signal; inactive = no such curve, though single readings can be large or run the other way; the % refers to the polarisation; also: potency is read from the fitted curve at half-maximal effect
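Steps: dispense CXXC domain solution (7 uM) → pin compounds or unlabeled HOX-A9 DNA control → 5 min ambient → add FLSN-HOX-A9 solution (50 nM) → spin → 30 min ambient → fluorescence polarization. Tris pH 7.5/NaCl/DTT/BSA buffer.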
A-T KAP1 phos: potential ataxia-telangiectasia treatments restoring KAP-1 phosphorylation; […] A-T fibroblasts, KAP-1 phosphorylation AlphaLISA; neocarzinostatin DNA damage 30 min before lysis; Potency, µM (titrated, usually from 57.5 µM), without a hit: at the highest dose activation, hits mostly activators; 320,000 tested, 0.19% active; AID 485349; also: potency is read from the fitted curve at half-maximal effect; % of control where 0% means no effect; nearly all actives have a fitted effect of over 45% in size
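ATM-like activity read as KAP-1 phosphorylation via AlphaLISA donor/acceptor antibody pairs after lysis and 6 hr at 25C. Cells were ATM-null patient fibroblasts ([…], hTERT), dosed 60 min, then exposed to the DSB inducer NCS for 30 min.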
Mito fusion act: inhibitors of mitochondrial division or activators of mitochondrial fusion. S. cerevisiae fusion-defective mutant growth rescue, CellTiterGlo 48 h. Potency, µM (titrated, usually from 46.1 µM), without a hit: top-dose growth rescue (activation), usual class: activators. 320,000 tested, 0.23% active;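 also: potency is read from the fitted curve at half-maximal effect; % of control where 0% means no effect; nearly all actives have a fitted effect of over 45% in size; temperature-sensitive fusion mutants such as fzo1-1 at 37 °C on non-fermentable ethanol glycerol medium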
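Read-out: ATP-based luminescence (CellTiterGlo, 10 min ambient) reporting growth of fusion-defective ts yeast after 48 hours at 37C on glycerol/ethanol YPEG medium in the presence of compound.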
PTAP TSG101 blk: blocks PTAP/TSG101 interaction to inhibit HIV-1 budding | Q99816 | Fluorescence polarization, FITC-PTAP peptide / Tsg101 binding | Potency, µM (doses to about 115 µM), inactives show top-dose activity change, negative = inhibition, hits mostly inhibitors | 340,000 tested, under 10 active | AID 493005; active = well fitted inhibition curve with a large enough effect in the main read-out, with a control signal flat, not every such curve was filed as active; inconclusive = small, poorly fitted or top-dose-only effect, or effect the other way, or a change in a side signal; inactive = no such curve, though single readings can be large or run the other way; also: potency is read from the fitted curve at half-maximal effect; % of control where 0% means no effect
Target sequence (Q99816 whole entry, looked up): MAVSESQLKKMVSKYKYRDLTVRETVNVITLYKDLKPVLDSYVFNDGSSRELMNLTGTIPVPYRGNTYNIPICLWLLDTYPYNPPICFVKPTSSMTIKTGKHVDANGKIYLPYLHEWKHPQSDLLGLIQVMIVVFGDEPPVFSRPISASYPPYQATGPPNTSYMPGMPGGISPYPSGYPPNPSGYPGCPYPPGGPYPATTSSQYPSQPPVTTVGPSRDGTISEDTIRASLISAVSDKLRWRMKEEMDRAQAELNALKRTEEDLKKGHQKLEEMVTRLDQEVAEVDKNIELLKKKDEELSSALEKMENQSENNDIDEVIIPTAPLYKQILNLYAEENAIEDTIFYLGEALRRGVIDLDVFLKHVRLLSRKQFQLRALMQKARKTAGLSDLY
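FP read-out: FITC-PTAP peptide, 50 nM final, binding Tsg101 binding domain, 10 uM final; 20 min, r.t.; 10 mM HEPES pH 7.5, 0.15 M NaCl, 0.01% Tween 20, 3 mM EDTA, 0.1 mM TCEP.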
Integrin act MD: activators of alpha7 integrin expression for muscular dystrophy. alpha7betagal myoblasts, beta-gal FDG fluorescence, 48 h. 350,000 tested, 0.064% active. Potency, µM (doses to about 38.3 µM), without a hit: top-dose activation, most hits filed as activators. AID 624291;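 also: potency is read from the fitted curve at half-maximal effect; 100% = response of the positive control SU9516; nearly all actives have a fitted effect of over 60% in size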
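alpha7betagal+/- myoblasts (passage 13, 250/well) treated 48 h at 37C with compounds at 1:260 dilution of DMSO stock. Lysed, then beta-galactosidase activity read as FDG fluorescence (ex 480/em 540) after 30 min, with pre-read for autofluorescence.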
TCR activator: activators of T cell receptors; 330,000 tested, under 10 active; primary human leukocytes, anti-CD3, IL-2 HTRF, 48 h; Potency, µM (top dose mostly 9.22 µM), inactives show top-dose activation of IL-2 secretion, actives largely listed as activators; AID 504894; also: % of control where 0% means no effect
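Human primary leukocytes + a-CD3 beads + cpd, 48 hr; IL-2 in supernatant by HTRF (ex 320nm / em 665nm). No co-stimulatory signal supplied.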
TSHR antag: blocks TSH signaling through the human TSH receptor | P16473 | TSHR-expressing cells, TSH-stimulated cAMP HTRF, 2 h; active compounds read low | activity change, negative = inhibition, % at 11.5 µM | 330,000 tested, 0.2% active;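 active = activity change below a set negative limit, meaning inhibition stronger than a set level, cut at about -70% in these data; inconclusive = activity change between two set negative limits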; also: % is scaled to controls: 0 for no effect and ±100 for the full control effect
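TSHR-expressing cells, 200/well, pre-treated with compound, then stimulated with EC80 TSH (4nM final) for 2 hours at 37 deg C. cAMP measured by competitive HTRF: anti-cAMP cryptate antibody in lysis buffer plus cAMP-d2, read after 30 minutes at room temperature.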
Menin MLL FP TR: displaces Texas Red mutant MLL peptide from human menin; O00255; Menin + Texas Red MLL mutant peptide, fluorescence polarization; Potency, µM (top dose mostly 61.6 µM), inactives show at the highest dose FP activity change, negative = inhibition, usual class: inhibitors; 270,000 tested, 0.23% active; AID 1768; active = well fitted inhibition curve with a large enough effect in the polarisation, with a control signal flat, not every such curve was filed as active; inconclusive = small, poorly fitted or top-dose-only effect, or effect the other way, or a change in a side signal; inactive = no such curve, though single readings can be large or run the other way; the % refers to the polarisation; also: potency is read from the fitted curve at half-maximal effect; % of control where 0% means no effect; many of its hits are not listed in these tables
Target sequence (O00255 whole entry, looked up): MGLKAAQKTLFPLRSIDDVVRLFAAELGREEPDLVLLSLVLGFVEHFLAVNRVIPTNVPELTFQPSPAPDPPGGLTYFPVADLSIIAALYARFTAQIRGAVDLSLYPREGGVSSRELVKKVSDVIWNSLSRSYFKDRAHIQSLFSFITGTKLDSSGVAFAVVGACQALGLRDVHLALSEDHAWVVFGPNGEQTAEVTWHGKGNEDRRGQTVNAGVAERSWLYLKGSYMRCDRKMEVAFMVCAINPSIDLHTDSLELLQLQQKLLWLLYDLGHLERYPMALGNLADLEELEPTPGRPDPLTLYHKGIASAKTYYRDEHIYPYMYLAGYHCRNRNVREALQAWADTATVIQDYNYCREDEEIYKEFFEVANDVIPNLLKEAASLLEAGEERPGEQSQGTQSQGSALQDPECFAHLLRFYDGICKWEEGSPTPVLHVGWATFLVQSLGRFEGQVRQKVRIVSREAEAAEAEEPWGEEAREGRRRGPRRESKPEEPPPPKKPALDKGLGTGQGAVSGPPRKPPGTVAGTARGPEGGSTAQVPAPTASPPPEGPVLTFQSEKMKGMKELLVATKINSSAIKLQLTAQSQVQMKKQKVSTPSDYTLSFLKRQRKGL
S-ASM inh: blocks human secretory acid sphingomyelinase | 340,000 tested, 0.006% active | AID 504937 | Potency, µM (doses to about 57.5 µM), without a hit: at the highest dose activity change, negative = inhibition, most hits filed as inhibitors | P17405 | placental ASM, HMU-PC fluorogenic substrate, 60 min; also: potency is read from the fitted curve at half-maximal effect
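Fluorescence read-out (Ex 386 nm, Em 447 nm) after stopping the reaction at pH 10. Enzyme: ASM from human placenta; substrate HMU-PC0, 9 uM final; 60 min, 37 °C. Compound preincubation 10 min, ambient temperature.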
MBNL1 CUG block: blocks human MBNL1 binding to CUG repeat RNA; Q9NR56; TR-FRET MBNL1-His/biotin-(CUG)12 binding, 665/545 ratio; Potency, µM (series often up to 57.5 µM), for the others: at the top dose activity change, negative = inhibition, hits mostly inhibitors; 280,000 tested, 0.036% active; AID 2675; active = well fitted inhibition curve with a large enough effect in the signal ratio, with a control signal flat, not every such curve was filed as active; inconclusive = small, poorly fitted or top-dose-only effect, or effect the other way, or a change in a side signal; inactive = no such curve, though single readings can be large or run the other way; the % refers to the signal ratio; also: potency is read from the fitted curve at half-maximal effect; % is scaled to controls: 0 for no effect and ±100 for the full control effect
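His-tagged MBNL1 binding to biotinylated (CUG)12 RNA was measured by TR-FRET using terbium anti-His antibody (0.055 ng/ul final) and streptavidin-XL665 (5 nM final). Compounds were titrated 92 nM to 58 uM; 60 min at room temperature.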
The depositor's hits bear a star; u = inconclusive; x = not tested or not shown; & = joins results of further samples; [ ] = remark or other dose. Unless noted, calls follow the shape of the dose curve; as a rule, active = well fitted curve in the direction sought with a large enough effect; inconclusive = small, poorly fitted or top-dose-only effect, or another doubt; inactive = no such curve, though single readings can be large; an effect the other way counts as inactive or inconclusive. These rows are one share of the data. The share of hits here may be higher or lower than overall.

SMILES	CXXC DNA block	A-T KAP1 phos	Mito fusion act	PTAP TSG101 blk	Integrin act MD	TCR activator	TSHR antag	Menin MLL FP TR	S-ASM inh	MBNL1 CUG block
CC1(C(=O)OCC(=O)Nc2ccccc2Cl)CC1(Cl)Cl (stereo not drawn)	4%	-1%	-2%	-2%	24%	-3%	11	3%	-1%	-3%
Cc1ccc(C(=O)CSc2nc3ccccc3c(=O)[nH]2)cc1	7%	-1%	1%	-2%	-22%	0%	-3	-12%	-1%	0%
CN(Cc1ccccc1)/C(=N/O)c1cccc(Cl)c1	4%	-3%	9%	-1%	u	0%	-8	1%	-1%	3%
O=C(COC(=O)C1(c2ccc(F)cc2)CCCC1)NCc1ccc2c(c1)OCO2	-1%	3%	u	-5%	-11%	-4%[46.1 µM]	u	u	1%	-11%
CC(C)(C)c1cc(NC(=O)CSc2nnc(NCc3ccccc3)s2)n(-c2ccccc2)n1	-7%	6%	-1%	-9%	5%	3%[46.1 µM]	22	-2%	-6%	-9%
COc1ccc(CCNC(=O)C(=O)NCCC2CCCCN2S(=O)(=O)c2cccs2)cc1 (stereo not drawn)	x	5%	2%	-1%	23%	-7%	-17	x	-2%	x
Cc1ccc2c(c1)NC(=O)c1cccnc1N2	-13%	1%	0%	-9%	22%	5%	-6	6%	-3%	2%
CCC(=O)Nc1sc2c(c1C#N)CC(C)(C)NC2(C)C	-6%	3%	8%	-3%	-4%	2%	1	-4%	-1%	1%
CCc1ccc(N2C(=O)C3C4C=CC(CC4)C3C2=O)cc1 (stereo not drawn)	-9%	4%	0%	0%	16%	-4%	-3	6%	-2%	0%
O=C(COC(=O)c1cc(=O)[nH]c(=O)[nH]1)Nc1cccc(S(=O)(=O)N2CCCCC2)c1	-6%	-2%	8%	0%	25%	1%	-8	5%	0%	-1%
COc1cc(S(=O)(=O)N(Cc2ccccn2)Cc2ccccc2Cl)ccc1-n1cnnn1	0%	x	1%	-7%	-25%	1%[46.1 µM]	-1	-6%	-2%	u
CCOC(=O)CSc1nnc(-c2cccs2)n1-c1ccccc1	-6%	x	1%	-6%	10%	-2%	x	27%	1%	5%
Cn1c(N)c(Br)c(-c2ccc(F)cc2)c(C#N)c1=O	3%	-6%	2%	-1%	10%	-6%	-4	6%	-2%	-2%
CCCc1nnc(NC(=O)CCC(=O)NCc2ccccc2OC)s1	u	10%	0%	-5%	10%	-3%	10	u	-3%	-10%
Cc1ccc(S(=O)(=O)Nc2cccnc2Oc2ccc(Cl)cc2)cc1	33%[activator]	4%	u	1%	15%	-2%	-28	x	2%	-3%
Cc1cccn2c(=O)c(/C=C(\C#N)C(=O)NCc3ccco3)c(N3CCC(C(N)=O)CC3)nc12	8%	15%	3%	0%	-3%	-9%[46.1 µM]	-2	-7%	69%[activator]	-4%
COc1cccc(OC)c1C(=O)OCC(=O)NCCCc1ccccc1	11%	-5%	28%	0%	-3%	-1%	-1	u	-2%	-8%
CC(=O)c1ccc(NC(=S)NC(C)c2ccc(Cl)cc2Cl)cc1 (stereo not drawn)	19%	26%	-39%[inhibitor]	-6%	12%	-5%	12	u	-28%	-3%
COc1cc(OC)cc(C(=O)NCCNC(=O)c2ccccc2)c1	-3%	x	8%	-1%	-8%	0%	14	-23%	1%	-2%
O=C(CSc1ccc(F)cc1)Nc1ccccc1N1CCOCC1	-15%	4%	-3%	-5%	7%	-2%	6	x	2%	-1%
CCOc1ccc(NC(=NCc2ccc3c(c2)OCO3)SC2CC(=O)N(c3ccc(OCC)cc3)C2=O)cc1 (stereo not drawn)	23%	0%	0%	-2%	-19%	2%[46.1 µM]	-13	-15%	-1%	-5%
CCOc1ccccc1C(=O)OCC(=O)Nc1nnc(-c2ccccc2)o1	x	-4%	-7%	-1%	-7%	4%	-11	x	-1%	x
O=C(CCl)N1c2ccccc2Sc2c1ccc1ccccc21	x	x	x	-1%	0%	-3%	x	x	-9%	x
O=C(CCCN1C(=O)c2ccccc2C1=O)Nc1cccnc1	2%	-1%	-1%	1%	4%	-1%[46.1 µM]	11	0%	-2%	23%
O=C(NC1CC1)C1=C[C@H](c2ccc(Br)cc2)C[C@H](OCc2ccc(CO)cc2)O1	9%	0%	13%	-2%	-16%	0%	-12	x	-1%	-9%
COC(=O)CCc1c(C)[nH]c(C(=O)OCc2ccccc2)c1C	3%	-1%	0%	-6%	24%	-2%	-27	-9%&-9%	-4%	5%
CS(=O)(=O)Nc1ccccc1C(=O)NCc1ccco1	0%	-2%	-4%	-1%	-5%	3%	1	7%	3%	9%
CCOC(=O)c1c(C)[nH]c(C)c1C(=O)CSc1nnc(-c2ccncc2)n1Cc1ccccc1	0%	x	-6%	-5%	-25%	8%	7	4%	-3%	3%
O=C(Nc1ccc(N2CCN(C(=O)c3ccco3)CC2)c(Cl)c1)c1cccnc1	-5%	-3%	2%	-2%	-13%	-2%	-9	-3%	1%	-1%
CN(CC(=O)O/N=C(\N)c1ccccn1)S(=O)(=O)c1cc(Cl)ccc1Cl	-4%	0%	1%	x	2%	x	5	12%	-1%	6%
OC(c1ccccc1)c1nc2ccccc2s1 (stereo not drawn)	3%	13%	-1%	-3%	34%	4%	4	0%	-7%	9%
Cn1nnc(NC(=O)COc2ccc(C3CCCCC3)cc2)n1	3%	0%	-13%	-7%	3%	-1%	-12	-8%	13%	-11%
CCC(C)C1=CC(=Nc2c(C)n(C)n(-c3ccccc3)c2=O)C=C(C(C)CC)C1=O (stereo not drawn)	-5%	1%	-1%	-3%	14%	-3%	5	-9%	-3%	x
Oc1ccc(N2CCN(Cc3c(-c4ccccc4)nc4ccccn34)CC2)cc1	10%	-14%	-5%	-8%	-29%	-2%	-7	-12%	34%	9%
CCOc1ccc(CCNC(=O)c2ccc(C)c(NC3=NC4CS(=O)(=O)CC4S3)c2)cc1 (stereo not drawn)	29%	0%	-3%	-5%	6%	1%	-6	x	4%	-11%
CC1CCCC(NC(=O)Cn2c(Cl)nc3c2c(=O)n(C)c(=O)n3C)C1C (stereo not drawn)	x	11%	x	-10%	u	2%	13	x	5%	x
CCCCNC(=S)N1CCN(C(c2ccccc2)c2ccccc2)CC1	u	4%	u	-1%	-29%	3%	6	10%	-6%	-8%
COc1ccc(/C=C(\NC(=O)c2ccccc2)C(=O)N/N=C/c2ccncc2)cc1	16%	-1%	0%	-3%	-2%	3%	6	x	-1%	u
O=C(COn1nnc2ccc(C(F)(F)F)cc21)Nc1nnc(-c2ccccc2)o1	5%	-2%	-2%	-4%	-28%	8%	3	0%	0%	3%
Cc1cc(Cn2nnc(-c3ccc(Br)cc3)n2)cc(C)c1O	x	1%	2%	1%	-15%	-6%	-25	x	-22%	x
CC1CCCN(C(=S)Nc2ccc(Nc3ccccc3)cc2)C1 (stereo not drawn)	-1%	1%	-1%	-1%	0%	0%	-3	u	3%	4%
CCn1c(SCC(=O)Nc2ccc(Cl)cc2)nc2nc3c(cc2c1=O)CCCC3	13%	-10%	1%	-6%	26%	2%[46.1 µM]	-10	2%	-13%	u
Clc1ccc2c(c1)C(c1cccs1)=NNC(c1cccnc1)=N2	20%	-2%	1%	-4%	12%	-9%	6	3%	-14%	-12%
O=C(NC1CC1)C1=C[C@@H](c2c[nH]c3ccccc23)C[C@@H](OCCCCO)O1	6%	u	-8%	-3%	2%	3%	-7	x	-3%	-3%
CCOC(=O)[C@@H]1[C@H]2COc3ccc(Br)cc3[C@@H]2N2C(=O)N(c3ccc(C(F)(F)F)cc3)C(=O)[C@]12C	23%	1%	9%	2%	12%	-34%	-2	1%	-4%	-7%
O=C(NNc1ccc([N+](=O)[O-])cc1)C12CC3CC(CC(C3)C1)C2	-2%	-4%	0%	6%	3%	-8%	-4	-4%	-1%	9%
Cc1nn(Cc2ccccc2)c(N)c1C#N	2%	11%	-11%	-2%	15%	7%	14	5%	3%	9%
CCn1cc(/C=N\NC(=O)COc2cccc(C)c2C)c(C)n1	5%	9%	-4%	0%	17%	-3%[46.1 µM]	0	-9%	0%	-5%
Cc1cc(C(=O)O)ccc1N=Cc1c(O)ccc2ccccc12	u	-2%	0%	35%[activator]	-1%	0%	1	26%	0%	u
CCOc1cc(CNC)ccc1OCC(=O)NC(C)(C)C	6%	5%	0%	-5%	-28%	5%	9	u	2%	-4%
